# NCI-60 one-dose screen, 48 h, at 10 µM unless noted. Numbers give growth in % (100 = growth as untreated, 0 = no growth, -100 = all killed).
# SF-268 = SF-268 CNS cancer cells. 3.1% of 82,000 active
# SNB-75 = SNB-75 CNS cancer | 5% of 79,000 active | AID 1794750
# HCC-2998 = HCC-2998 colon cancer; AID 1794799; 4.7% of 79,000 active
# SF-539 = SF-539 CNS cancer; 6.8% of 81,000 active
# U251 = U251 CNS tumor cells; 5.4% of 80,000 active
# SF-295 = SF-295 CNS cancer cells | 5.6% of 79,000 active | AID 1794758
# SNB-19 = SNB-19 CNS cancer cells; AID 1794751; 2.5% of 81,000 active
# KM12 = KM12 colon cancer cells; 5% of 82,000 active; AID 1794800
# HCT-116 = HCT-116 colon cancer. 7.3% of 82,000 active. AID 1794798
# Starred values were filed as active, the others as inactive; x = no result given; & = joins results of further samples. The calls were made as follows: active = growth percent below 10; inactive = the rest.
Structure	SF-268	SNB-75	HCC-2998	SF-539	U251	SF-295	SNB-19	KM12	HCT-116
CCCSc1ccc(NC(=S)Nc2ccc(OCCC(C)C)cc2)cc1	119.6	122.4	100.9	112.2	103.7	87.2	103.2	97.0	86.9
CC(C)C(C(=O)O)N1C(=O)CSC1=S (centres undefined)	92.2	66.7	96.2	91.2	94.7	101.3	93.4	98.3	103.3
O=c1[nH]c2c3cccnc3cc(-c3cccc(Cl)c3)c2c2ncccc12	69.3	60.1	97.9	83.4	96.5	104.2	104.1	87.2	57.1
Cc1ccc(C2CC(c3ccc(Nc4ccnc5cc(Cl)ccc45)cc3)=NN2C=O)cc1 (centres undefined)	48.5	76.3	53.2	91.0	58.6	31.2	74.4	50.2	57.6
CCNC(=O)NNC(=O)c1ccncc1	111.1	104.7	110.4	116.0	103.7	122.6	111.1	111.4	117.9
CS(=O)(=O)c1ccc(-n2nc(-c3ccc(Oc4ccccc4)cc3)ccc2=O)cc1	97.5	97.2	96.8	86.4	x	83.5	85.5	97.9	80.2
Cc1cccc(-n2c(C)nc3ccc(NC(=O)NCCCl)cc3c2=O)c1	95.1	77.5	113.6	99.0	100.2	99.6	101.0	106.4	103.0
CCOC(=O)c1c2c(c(C)n1C)-c1nn(C)cc1CC2	99.1	98.2	102.1	75.0	94.7	85.5	91.6	104.0	80.6
CC1NCC(=O)N1O (centres undefined)	108.2	90.8	105.3	100.0	96.6	83.7	101.5	102.1	105.0
N#Cc1ccc(/C=N/Nc2ncc(-c3cc4cc5c(cc4o3)OCO5)s2)cc1	110.3	88.6	85.8	102.4	102.7	85.7	94.7	114.7	104.0
COc1cc(C2CC(c3cc(OC)c(OC)c(OC)c3)=NN2c2ccccc2)ccc1OCc1ccccc1 (centres undefined)	92.0	123.0	123.4	107.7	103.1	106.8	99.5	104.3	82.1
NS(=O)(=O)c1ccc(Nc2nc(N/N=C/c3c[nH]c4ccccc34)nc(Nc3ccccc3)n2)cc1	59.2	70.8	52.6	47.6	28.1	31.5	56.7	27.3	15.9

# Filtered by structure, the entries above with an NH in an aromatic ring
Structure	SF-268	SNB-75	HCC-2998	SF-539	U251	SF-295	SNB-19	KM12	HCT-116
O=c1[nH]c2c3cccnc3cc(-c3cccc(Cl)c3)c2c2ncccc12	69.3	60.1	97.9	83.4	96.5	104.2	104.1	87.2	57.1
NS(=O)(=O)c1ccc(Nc2nc(N/N=C/c3c[nH]c4ccccc34)nc(Nc3ccccc3)n2)cc1	59.2	70.8	52.6	47.6	28.1	31.5	56.7	27.3	15.9

# Other results follow.
Structure	SF-268	SNB-75	HCC-2998	SF-539	U251	SF-295	SNB-19	KM12	HCT-116
C=CC(=O)NCCSSCCNC(=O)C=C	111.0	97.6	112.3	97.8	98.6	87.9	97.5	105.8	96.3
O=C(O)CCC(=O)c1ccc(F)cc1	104.5	92.9	113.3	97.0	98.1	95.3	99.2	103.1	99.7
CCOc1cc(/C=N\NC(N)=S)ccc1O	102.4	90.8	102.3	99.2	105.1	100.5	101.7	94.4	99.0
Nc1nnc(-c2ccc(OCc3nnc(-c4ccc(Cl)cc4)o3)cc2)s1	101.2	95.8	89.0	105.7	x	75.6	100.9	104.2	103.3
Clc1cccc(Cn2cc(CSc3nc4ccccc4o3)nn2)c1	90.1	83.1	95.9	93.3	102.1	93.3	102.5	97.5	94.4
CCN(CC)CC(O)CNc1ccnc2cc(Cl)c(Cl)cc12 (centres undefined)	83.2	92.9	102.3	95.5	75.4	97.9	110.2	94.2	64.2
COC(=O)C1=C(C(=O)c2ccc(Br)cc2)C(c2ccc(C(=O)OC)cc2)C(C#N)=C(N)O1 (centres undefined)	101.9	95.0	x	90.3	95.8	104.5	105.6	103.7	105.4
CSc1ccc(-c2cn3ccsc3n2)cc1	70.4	67.0	75.5	88.8	52.3	87.5	90.2	85.2	18.6
CC(=O)CCC=C1CCCCC1	93.1	78.2	94.9	96.9	100.9	98.6	109.7	102.2	101.7
CCOC(=O)c1ccc(N/C=C/C(=O)c2ccccc2)cc1	102.1	97.0	108.6	100.9	99.7	93.4	92.1	98.5	96.5
Cc1ccc(S(=O)(=O)CS(=O)(=O)c2ccc(C)cc2)cc1	103.7&107.0	90.6&99.1	100.6&102.4	107.5&98.4	98.2&96.9	99.1&98.9	97.6&96.1	101.5&112.6	98.5&99.2
CCOC(=O)COc1ccc(/C=C2\CC/C(=C\c3ccc(OCC(=O)OCC)c(OC)c3)C2=O)cc1OC	93.6	87.4	113.8	100.5	x	x	108.5	112.0	91.3
Cc1ccc(C(=O)NNC(=O)c2ccccc2)cc1	107.6	99.9	106.9	122.8	100.1	119.6	106.0	106.1	100.2
COc1cc2cc(Oc3ccc(NC(=O)Nc4ccc(F)c(C(F)(F)F)c4)cc3)c(C)nc2cc1OCCN1CCCCC1	76.6	92.7	96.9	75.3	-85.3*	72.8	62.9	-79.9*	-89.8*
COC(=O)c1ccc([N+](=O)[O-])cc1I	101.0	87.4	119.7	99.6	93.9	95.9	108.5	107.4	95.0
O=C(Cn1cc(C2CCCCC2)nn1)Nc1nc2ccccc2s1	103.3	103.1	106.5	104.7	100.5	100.8	97.7	106.3	104.5
COC(=O)[C@H](NS(=O)(=O)N(c1ccc(F)cc1)C1CCN(C(=O)c2ccc(F)cc2)CC1)C(C)C	97.6	80.3	98.7	101.4	107.9	106.8	90.4	106.7	93.5
CC(=O)N1CCN(C(C)=O)c2ccccc21	113.0	93.0	101.8	101.0	115.2	115.9	108.3	118.6	112.8
CC1(C)OC2OC3C(CN)OC(c4ccccc4)OC3C2O1 (centres undefined)	93.2	92.4	94.9	106.0	103.9	122.7	109.9	103.6	101.4
COc1ccc(CCN(C)CCCC(C#N)(c2cc(OC)c(OC)c(OC)c2)C(C)C)cc1OC (centres undefined)	103.0	52.7	105.0	103.9	x	91.0	104.5	120.5	102.5
COC(=O)c1c2c(c(C)[n+]([O-])c1C)C(=O)C(NCc1ccc(O)cc1)=CC2=O	-9.3*	-29.5*	-20.1*	-59.7*	-0.1*	-9.0*	-28.5*	2.1*	-6.8*
Cc1oc(-c2cc(C(F)(F)F)ccc2Cl)cc1C(=O)Nc1ccc(S(N)(=O)=O)cc1	104.9	82.9	115.4	99.9	x	101.0	105.0	100.3	102.5
COc1ccc(N2C(=O)C(=S)N(c3ccc(C)cc3)C2=O)cc1	91.1	91.7	99.9	100.3	88.9	100.3	88.4	95.3	96.0
OCC(O)C(Cl)CCl (centres undefined)	97.8	86.7	107.8	96.8	98.8	99.9	x	104.0	104.1
CCN(CC)CCOc1cc(C)ccc1C	114.3	86.2	102.7	104.6	100.5	102.8	99.1	116.9	100.2
COc1ccc(C2=CC(c3cc(OC)c(OC)c(OC)c3)NC(=S)N2)cc1OC (centres undefined)	95.0	x	107.1	x	x	107.2	91.6	93.2	104.3
O=Cc1cccc(C(=O)O)c1O	112.5	91.7	101.1	97.7	100.7	102.4	102.3	99.1	106.6
CCN(CC)C(=O)C(c1ccccc1)c1ccccc1	96.3	88.8	103.7	96.9	96.0	90.6	97.4	99.0	93.2
CC1C2CCC(C2)C1CNCC1C2CCC(C2)C1C (centres undefined)	81.4	93.9	76.5	104.2	92.6	103.5	89.0	97.4	86.8
O=c1c2ccccc2nc(CN2CCCCC2)n1/N=C/c1ccc(Cl)cc1	101.3	97.9	108.0	99.8	103.2	91.3	98.3	102.3	104.7
O=C(CN1CCN(c2cc3c(cc2F)c(=O)c(C(=O)O)cn3C2CC2)CC1)N/N=C/c1c[nH]c2ccccc12	81.0	90.0	99.0	93.9	95.1	100.2	100.6	97.7	100.6
CC1CCCN1Cc1nc2ccc(NC(=O)c3ccc(-c4ccncc4)cc3)cc2[nH]1 (centres undefined)	100.8	100.1	151.4	93.2	100.5	87.6	98.0	104.6	98.8
COc1cc(C2CC(=O)Nc3c(-c4ccccc4)nsc32)cc2c1OCO2 (centres undefined)	96.6	88.4	108.0	98.1	103.2	x	94.3	102.8	96.0
CCC(=O)Cc1ccncc1	105.0	107.7	114.0	97.3	x	106.7	111.3	101.5	101.4
Cc1cc(C)nc(NS(=O)(=O)c2ccc(NCc3coc4ccccc4c3=O)cc2)n1	109.6	50.6	102.9	99.4	95.8	x	99.5	108.2	100.0
O=C(Oc1ccc[nH]c1=O)c1cccc(Cl)c1	100.9	53.2	106.0	88.2	92.7	108.3	85.8	104.0	88.5
COc1ccc(-c2ccc3cc(C(=O)Nc4ccc(O)c(C(=O)/C=C/c5cc(OC)c(OC)c(OC)c5)c4)ccc3c2)cc1	104.8	94.0	x	103.1	92.6	101.4	96.1	103.7	79.2
Cc1cc(C)n(/N=C/c2ccccc2O)c(=O)c1C#N	109.1	111.5	131.8	112.0	111.7	120.9	98.7	115.6	110.4
O=C(N/N=C/c1ccccc1Cl)c1cc(-c2nc3ccccc3[nH]2)nc2ccccc12	105.6	92.9	106.7	101.8	91.0	92.2	95.3	98.4	99.3
COc1ccc(-c2nnc(SCC(=O)Nc3ccc(C(=O)/C=C/c4ccccc4)cc3)o2)cc1	84.9	73.3	100.2	92.4	92.8	99.1	78.0	84.5	17.5
CCCCCCCCCC(C)(O)C#CC(C)(O)CCCCCCCCC (centres undefined)	88.6	99.8	115.5	108.3	106.8	104.0	107.4	97.3	90.0
Cc1ccc(C2=Nn3c(Cc4ccccc4)nnc3SC2)cc1	95.0	86.3	85.6	89.3	93.1	74.6	77.2	82.0	93.2
CC(=O)CC(=O)N(c1ccccn1)c1ccccn1	99.6	89.0	112.1	106.6	x	95.7	100.5	95.4	95.8
COc1cccc(-c2cc(-c3ccc(NS(=O)(=O)c4ccc(C)cc4)cc3)[nH]c(=O)c2C#N)c1	95.9	92.4	98.1	86.4	38.7	79.7	50.4	91.8	89.2
Cc1cc(N2CCN(CC(=O)Nc3ccc4c(ccn4Cc4ccccc4)c3)CC2)nc(N2CCOCC2)n1	92.9	88.7	118.5	98.2	70.8	84.0	84.3	91.3	72.5
Nc1ccc(/C=N/Nc2ccnc3c(O)cccc23)c2cccnc12	43.5	69.9	60.8	67.7	4.7*	84.8	72.7	43.3	-0.1*
COc1ccccc1CNCCCN1C(=O)c2ccc3c4c(ccc(c24)C1=O)C(=O)N(CCCNCCCNCCCN)C3=O	78.9	94.6	103.7	103.2	95.6	98.0	100.1	96.5	84.6
Cc1nc(Nc2ccccn2)sc1C(=O)CC(SCC(=O)Nc1ccc(Cl)cc1)c1ccccc1F (centres undefined)	22.4	16.5	17.2	-58.4*	-21.1*	2.0*	11.0	-19.1*	4.7*

# Profiles, quoted from the list. Values in the order: SF-268, SNB-75, HCC-2998, SF-539, U251, SF-295, SNB-19, KM12, HCT-116
# `CCC(=O)Cc1ccncc1` in the list: 105.0, 107.7, 114.0, 97.3, x, 106.7, 111.3, 101.5, 101.4
# `CC1(C)OC2OC3C(CN)OC(c4ccccc4)OC3C2O1` (centres undefined) in the list: 93.2, 92.4, 94.9, 106.0, 103.9, 122.7, 109.9, 103.6, 101.4
# `CCOC(=O)c1ccc(N/C=C/C(=O)c2ccccc2)cc1` in the list: 102.1, 97.0, 108.6, 100.9, 99.7, 93.4, 92.1, 98.5, 96.5
# `CCCCCCCCCC(C)(O)C#CC(C)(O)CCCCCCCCC` (centres undefined) in the list: 88.6, 99.8, 115.5, 108.3, 106.8, 104.0, 107.4, 97.3, 90.0

# Next section:
Structure	SF-268	SNB-75	HCC-2998	SF-539	U251	SF-295	SNB-19	KM12	HCT-116
O=C(Nc1cccc(Cl)c1)Nc1nc2ccccc2s1	96.7	93.2	98.1	93.0	94.7	89.3	89.2	88.4	76.9
Cc1ccc(C2SCC(=O)N2NC(=O)C(O)(c2ccccc2)c2ccccc2)cc1 (centres undefined)	125.0	100.1	x	93.6	95.3	49.3	100.4	91.3	84.7
CC(C)[C@@H](NS(=O)(=O)N(c1cccc(F)c1)C1CCN(Cc2ccc(O)cc2)CC1)C(=O)O	108.3	85.5	x	99.5	94.5	122.7	94.9	98.6	82.6
CC(=O)c1nn(-c2ccc(Cl)cc2)cc1C(=O)c1cc2c(ccc3ccccc32)oc1=O	103.3	97.3	99.6	107.5	99.0	96.3	92.1	102.7	91.0
Cc1c(O)n2ncnc2[nH]c1=O	110.0	96.0	103.2	106.9	100.2	x	108.9	99.1	102.8
O=C(O)Cc1ccc(C2CCCCC2)cc1	97.8	105.1	108.0	101.8	103.5	107.5	99.8	106.1	99.6
Cc1cccc(Nc2ncnc3oc(C)c(C(=O)NCCO)c23)c1	98.4	109.8	99.4	92.5	104.9	96.3	102.7	93.9	93.0
O=C1NC(=O)C2(CCCc3ccccc32)N1 (centres undefined)	104.0&109.0	96.4&110.8	101.7	104.7	96.8&98.5	107.0&118.2	97.7&109.0	111.6&109.8	103.4&106.2
COc1ccc(-c2nc3ccc(Cc4ccc5nc(-c6ccc(OC)cc6)[nH]c5c4)cc3[nH]2)cc1	6.8*	92.9	35.8	56.6	16.9	x	49.0	49.1	39.4
COc1ccc(C2=NOC(C(=O)N(CCO)CCO)C2)cc1OC1CCCC1 (centres undefined)	97.3	85.4	104.0	98.7	100.5	91.2	97.1	104.2	89.5
O=C(c1c[nH]c2ccccc12)c1n[nH]c(=S)n1Cc1ccccc1	97.3	89.0	101.0	98.1	93.0	90.5	90.4	91.1	91.1
COC(CN1CCN(C)CC1)(c1ccccc1)c1ccccc1	91.5	78.4	92.4	91.1	93.9	102.4	100.3	98.7	93.9
Cc1ccccc1Nc1nc2nonc2nc1Nc1cccc(C)c1C	72.8	75.8	67.5	88.1	29.9	41.5	52.7	53.8	43.0
COc1cc2oc(-c3cccc(NC(=O)[C@@H](N)CO)c3)cc(=O)c2c(OC)c1OC	104.3	122.3	111.4	106.5	104.0	100.3	97.5	100.7	113.1
